D1 allo mod = D1 CRE-luciferase signal change, two-sided – cell-based, HEK293 D1, dopamine EC30, D1 allosteric modulator project, primary screen | D(1A) dopamine receptor (Homo sapiens), P21728 | dopamine EC30 potentiation; actives deviate in either direction | actives 5.9% (n = 58,000) | B-score at 10 µM | AID 641, 2007;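 active = luminescence count or its row- and column-corrected plate score outside the 99.7% band of the plate's sample wells, on either side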
E coli RNAP = E. coli RNAP inhibitors, biochemical; actives 0.2% (n = 62,000); AID 559, 2006; inhibition, %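 (tested at 10 µM)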; DNA-directed RNA polymerase subunit beta (Escherichia coli (strain K12)), P0A8V2; E. coli RNA polymerase, fluorescence transcription assay; in the data active = inhibition above about 20%;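 note: 0% = enzyme without compound and 100% = no enzyme blank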
Fluor 339 460 = intrinsic fluorescence of library compounds, ex339/em460 – biochemical, MLSMR library, data from DPM-DC assay, artefact control, profiling panel; compound autofluorescence, ex339/em460 nm, NADH buffer; active compounds read high; 1 = no-compound wells, NADH background; fluorescence fold increase at 10 µM; actives 5.5% (n = 65,000);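 active = at 10 µM, mean starting fluorescence two-fold or more over control wells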;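 note: signal is the first read of a kinetic run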
Hsp90 block = tumor Hsp90 inhibitors, primary screen, cell lysate, fluorescence polarization, NCI-N417 lysate. Heat shock protein HSP 90-alpha (Homo sapiens), P07900. Cy3B-geldanamycin FP displacement. inhibition, % at 30 µM. actives 0.35% (n = 64,000);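 active = inhibition above 50%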;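 note: 0% = tracer plus lysate wells and 100% = tracer alone without lysate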
M1 ag = M1 muscarinic receptor agonists, primary screen, CHO-M1 cells, Fluo-4 calcium, agonist mode; Fluo-4 calcium fluorescence; active compounds read high; B-score at 10 µM; actives 3% (n = 64,000); AID 626, 2007;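 active = fluorescence rise, raw or as B-score row- and column-corrected plate score, outside the 99.7% band of its plate's samples, either direction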
Her2 expr inh = inhibitors of Her2 protein expression, primary screen, SKBR-3 cells, AlphaScreen, 66K library. actives 0.69% (n = 65,000). AID 645, 2007. Receptor tyrosine-protein kinase erbB-2 (Homo sapiens), P04626. SKBR-3 HER2 protein level, 18-24 h; active compounds read low. HER2 level % of control, % at 10 µM;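 active = HER2 level under 5% of the carrier-only control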;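 note: 100% = DMSO carrier and 0% = 500 nM PU-H71 HSP90 inhibitor; lower value means stronger loss of Her2 protein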
Target sequence (P04626 whole entry, looked up): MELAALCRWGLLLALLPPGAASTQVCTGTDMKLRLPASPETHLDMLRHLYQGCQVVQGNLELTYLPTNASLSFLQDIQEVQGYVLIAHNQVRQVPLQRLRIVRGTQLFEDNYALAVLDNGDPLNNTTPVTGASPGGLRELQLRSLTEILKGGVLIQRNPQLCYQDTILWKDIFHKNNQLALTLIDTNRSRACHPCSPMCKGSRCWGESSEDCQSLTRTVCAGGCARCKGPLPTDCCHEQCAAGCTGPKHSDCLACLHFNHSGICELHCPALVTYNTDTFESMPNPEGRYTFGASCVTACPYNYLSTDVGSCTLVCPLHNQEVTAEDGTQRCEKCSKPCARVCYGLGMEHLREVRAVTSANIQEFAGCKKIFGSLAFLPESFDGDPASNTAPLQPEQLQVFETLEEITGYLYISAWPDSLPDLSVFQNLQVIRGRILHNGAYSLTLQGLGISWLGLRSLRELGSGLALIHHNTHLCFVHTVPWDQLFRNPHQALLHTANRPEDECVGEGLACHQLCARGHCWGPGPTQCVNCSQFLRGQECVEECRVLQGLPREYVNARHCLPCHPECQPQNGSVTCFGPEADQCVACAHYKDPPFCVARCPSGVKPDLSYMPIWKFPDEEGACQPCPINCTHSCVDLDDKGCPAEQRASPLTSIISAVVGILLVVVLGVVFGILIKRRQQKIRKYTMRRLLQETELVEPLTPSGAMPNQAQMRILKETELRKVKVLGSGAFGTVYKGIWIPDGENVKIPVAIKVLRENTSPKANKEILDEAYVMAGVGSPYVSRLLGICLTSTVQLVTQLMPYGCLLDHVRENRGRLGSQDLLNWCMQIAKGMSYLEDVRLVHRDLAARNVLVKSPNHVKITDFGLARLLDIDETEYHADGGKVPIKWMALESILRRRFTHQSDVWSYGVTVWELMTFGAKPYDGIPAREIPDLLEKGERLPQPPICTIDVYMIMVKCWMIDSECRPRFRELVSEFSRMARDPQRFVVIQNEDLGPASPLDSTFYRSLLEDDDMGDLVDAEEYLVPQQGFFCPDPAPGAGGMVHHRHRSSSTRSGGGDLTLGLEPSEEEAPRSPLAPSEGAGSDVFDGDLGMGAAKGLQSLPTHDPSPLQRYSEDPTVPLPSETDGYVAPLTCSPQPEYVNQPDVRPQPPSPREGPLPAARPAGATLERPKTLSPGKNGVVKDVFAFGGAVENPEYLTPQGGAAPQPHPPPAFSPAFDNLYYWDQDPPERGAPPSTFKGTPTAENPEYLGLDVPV
M1 antagonist = antagonists of rat M1 muscarinic receptor. Muscarinic acetylcholine receptor M1 (Rattus norvegicus), P08482. actives 3.4% (n = 64,000). B-score at 10 µM. CHO-M1 cells, Fluo-4 calcium, ACh EC80 antagonist mode; active compounds read low. AID 628, 2007;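 active = calcium fluorescence response, raw or row-and-column corrected B-score, differing from the plate sample mean either way at a set confidence level, mostly lower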
NADH enzymes = inhibitors of PK/LDH coupling enzymes, profiling panel, artefact control, biochemical, MLSMR library. AID 774, 2007. IC50, µM (highest dose often 10 µM), for the others: at the highest dose inhibition. actives 0.02% (n = 65,000). coupled PK/LDH NADH assays, four targets;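 active = single-dose screening hits from any of four coupled enzyme assays that gave an IC50 when retested across doses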;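 note: the DPM-DC format reads NADH fluorescence rather than 340 nm absorbance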
5HT1a ag = human 5-HT1a receptor agonists, primary screen, cell-based, CHO, Ga15 NFAT-bla reporter; activation, % at 10 µM; actives 0.56% (n = 65,000); CHO 5-HT1a Ga15 NFAT-bla reporter, FRET ratio; 0% basal, 100% maximal reference agonist; 5-hydroxytryptamine receptor 1A (Homo sapiens), P08908;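 active = activation above the screen-wide mean activation plus 3 SD, cut at about 19% in these data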;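 note: 0% = DMSO wells and 100% = 5-CT at EC100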
* = called active by the depositor.

SMILES | D1 allo mod | E coli RNAP | Fluor 339 460 | Hsp90 block | M1 ag | Her2 expr inh | M1 antagonist | NADH enzymes | 5HT1a ag
CCCC(=O)O[C@]1(C(=O)CCl)[C@@H](C)C[C@H]2[C@@H]3CCC4=CC(=O)C=C[C@]4(C)[C@@]3(F)C(=O)C[C@@]21C | 1.1 | -3 | 1 | 0 | 0.47 | 84 | 0.031 | 2% | 1.4
CCCOc1ccc2nc(NC(=O)OC)[nH]c2c1 | 1.8 | 5 | 1 | -3 | -0.15 | 95 | -2 | 2% | -1.5
CCCCN(CCCC)CCCOC(=O)c1ccc(N)cc1 | 0.27 | 12 | 1 | 1 | -0.034 | 124 | -0.34 | 1% | -0.2
COc1ccc(C(=O)c2ccccc2)c(O)c1 | 0.93 | -2 | 1 | 1 | 0.24 | 101 | 0.15 | 1% | 1.0
CCCCCCCCCCCCCCCC(O)C(N)CO (centres undefined) | 0.1 | 7 | 1 | 2 | -0.00027 | 82 | 1.2 | 2% | -1.1
CCCC(=O)O[C@]1(C(=O)COC(C)=O)CC[C@H]2[C@@H]3C[C@H](F)C4=CC(=O)C=C[C@]4(C)[C@@]3(F)[C@@H](O)C[C@@]21C | -2 | 11 | 1 | -2 | -0.52 | 88 | 0.16 | 5% | -0.2
COc1cc(C2Oc3cc(C4Oc5cc(O)cc(O)c5C(=O)C4O)ccc3OC2CO)ccc1O (centres undefined) | 1.8 | 8 | 1 | 0 | 1.1 | 86 | -0.11 | 2% | -3.1

Profiles, quoted from the list.
CCCC(=O)O[C@]1(C(=O)CCl)[C@@H](C)C[C@H]2[C@@H]3CCC4=CC(=O)C=C[C@]4(C)[C@@]3(F)C(=O)C[C@@]21C is listed with D1 allo mod = 1.1; E coli RNAP = -3; Fluor 339 460 = 1; Hsp90 block = 0; M1 ag = 0.47; Her2 expr inh = 84; M1 antagonist = 0.031; NADH enzymes = 2%; 5HT1a ag = 1.4
COc1cc(C2Oc3cc(C4Oc5cc(O)cc(O)c5C(=O)C4O)ccc3OC2CO)ccc1O (centres undefined) is listed with D1 allo mod = 1.8; E coli RNAP = 8; Fluor 339 460 = 1; Hsp90 block = 0; M1 ag = 1.1; Her2 expr inh = 86; M1 antagonist = -0.11; NADH enzymes = 2%; 5HT1a ag = -3.1

Assay outcomes deposited in PubChem BioAssay by several laboratories.

Not all compounds are listed; count on the stated rates, not on these rows.
